Pf gametocyte: kills late stage P. falciparum gametocytes | P. falciparum stage V gametocytes, ATP luminescence, 24 h | inhibition, % at 10.9 µM | 0.065% of 150,000 active;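 active = inhibition above the mean plus 3 SD of compounds within the control limits, set per campaign, cut at about 38% in these data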;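 also: 0% = DMSO wells and 100% = medium only without gametocytes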
RGS4-Gao reg: human RGS4-Galphao interaction regulation | Multiplexed bead flow cytometry, RGS4-Galphao binding; actives lie on both sides | binding response (% of control), % at 10 µM | 0.33% of 220,000 active | AID 1415; in the data active = binding response below about 49% or above about 150%; inactive = in between;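 also: fluorescent Galphao activated with aluminum fluoride binding bead-coupled RGS4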
ABCB1 block: blocks JC-1 efflux by human ABCB1 transporter; P08183; CCRF-Adr cells, flow cytometry; inhibition, % at 6.6 µM; 0.067% of 190,000 active; AID 1326; in the data active = inhibition above about 40%;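 also: 0% = vehicle and 100% = reference inhibitor; higher value means more JC-1 retained so stronger ABCB1 efflux block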
Mcl1 Bid PPI: Mcl-1/Bid interaction inhibition; Q07820; TR-FRET Mcl-1/Bid-Dy647 peptide binding, 1536-well; AID 1021; 0.97% of 220,000 active; inhibition, % at 21.7 µM;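 active = compounds that cut the binding signal by more than half at the single screening dose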;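 also: His-tagged Mcl-1 with europium anti-His antibody binding Bid BH3 peptide; 0% = Mcl-1 plus peptide wells and 100% = peptide-only wells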
Mcl-1 Bim block: inhibitors of Bim-Mcl-1 interaction, human. 0.1% of 190,000 active. AID 1009. inhibition, % at 10 µM. Bead-based flow cytometry, Bim peptide-Mcl-1 binding; in the data active = inhibition above about 40%;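 also: 0% = no compound tracer wells and 100% = peptide blocker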
ABCG2 inh: blocks JC-1 efflux by human ABCG2 transporter | Q9UNQ0 | inhibition, % at 6.6 µM | 0.1% of 190,000 active | IgMXP3 cells, flow cytometry | AID 1325;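 active = inhibition above 80%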;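 also: 0% = DMSO and 100% = nicardipine control wells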
Target sequence (Q9UNQ0 whole entry, looked up): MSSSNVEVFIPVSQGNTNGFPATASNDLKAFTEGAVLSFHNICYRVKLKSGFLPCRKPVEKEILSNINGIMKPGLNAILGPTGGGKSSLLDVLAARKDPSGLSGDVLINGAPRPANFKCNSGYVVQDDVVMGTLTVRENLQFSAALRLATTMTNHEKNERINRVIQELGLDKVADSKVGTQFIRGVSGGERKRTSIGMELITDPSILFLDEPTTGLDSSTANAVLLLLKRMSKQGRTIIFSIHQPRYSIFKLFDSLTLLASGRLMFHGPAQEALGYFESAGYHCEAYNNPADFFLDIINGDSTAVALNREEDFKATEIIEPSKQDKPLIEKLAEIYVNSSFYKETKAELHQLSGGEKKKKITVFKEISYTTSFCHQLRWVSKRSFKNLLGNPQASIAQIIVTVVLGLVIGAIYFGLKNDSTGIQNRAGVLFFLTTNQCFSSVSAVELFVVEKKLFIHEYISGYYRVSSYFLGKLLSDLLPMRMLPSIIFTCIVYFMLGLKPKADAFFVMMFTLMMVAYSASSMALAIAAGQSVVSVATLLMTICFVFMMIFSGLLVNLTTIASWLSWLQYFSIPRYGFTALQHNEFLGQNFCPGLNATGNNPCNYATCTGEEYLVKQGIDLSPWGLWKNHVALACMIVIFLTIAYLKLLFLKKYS
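Read-out basis: Efflux inhibition in percent versus controls | Test system: ABCG2 IgMXP3 and barcoded ABCB1 CCRF-Adr cell mix | Quantity: 3 million cells/mL in well | Schedule: 10 min at 25 °C | Control set: Nicardipine as high control, DMSO as low control | Reagent: JC-1 as fluorescent efflux pump substrate | Signal: Flow cytometry of retained JC-1 fluorescence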
Mcl1-Noxa inh: disrupts binding of human Mcl-1 to Noxa peptide. TR-FRET Mcl-1/Noxa peptide binding, 2 h. inhibition, % at 21.7 µM. 1.5% of 220,000 active;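 active = compounds that cut the protein-peptide binding signal by more than 50% relative to plate controls in a single-dose test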;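 also: His-tagged Mcl-1 with rhodamine Noxa BH3 peptide and terbium anti-His antibody; 0% = Mcl-1 plus Noxa peptide wells and 100% = peptide-only wells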
RGS7-Gao reg: human RGS7-Galphao interaction regulation; P09471; Multiplexed bead flow cytometry, RGS7-Galphao binding; actives lie on both sides; binding response (% of control), % at 10 µM; 0.35% of 220,000 active; AID 1439; in the data active = binding response below about 49% or above about 150%; inconclusive = no clear call, values can overlap the other calls; inactive = in between;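 also: fluorescent Galphao held in activated GDP-AlF4 state binding bead-coupled RGS7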
RGS8-Gao reg: modulates binding of RGS8 to human Galphao. P09471. multiplexed bead flow cytometry; actives lie on both sides. response (percent of control binding), % at 10 µM. 0.34% of 220,000 active; in the data active = response below about 60% or above about 140%; inactive = in between;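 also: Galphao activated as the GDP aluminium fluoride complex binding bead-coupled RGS8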
GSH fluor: GSH bead compound fluorescence profile | AID 1776 | fluorescence (KMESF) at 10 µM | GSH beads flow cytometry, compound fluorescence 488/530 nm; active compounds read high | 0.25% of 190,000 active; in the data active = fluorescence above about 89;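 also: glutathione beads carrying GST-tagged Bcl family fusion proteins plus one bare bead set; values are compound well signal with DMSO vehicle wells as background; inactives centre near 16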
Avidin bead fluor: avidin bead compound fluorescence profile; Avidin beads, compound fluorescence 488/530 nm, flow cytometry; active compounds read high; fluorescence (KMESF) at 10 µM; 0.38% of 220,000 active; AID 1775; in the data active = fluorescence above about 47; also: inactives centre near 10
An asterisk follows results filed as active; ? = inconclusive; · = no result given.

Start of the data: the first eight records, to show the layout:
SMILES,Mcl1-Noxa inh,RGS4-Gao reg,Mcl-1 Bim block,ABCG2 inh,Mcl1 Bid PPI,ABCB1 block,RGS7-Gao reg,Pf gametocyte,RGS8-Gao reg,GSH fluor,Avidin bead fluor
CCC(C)(C)NC(=O)Cc1ccc(OC)c(OC)c1,7,96,-2,0,-19,0.5,101,-7,105,5,17
O=C(CSc1nc2ccccc2[nH]1)N1CCN(c2ccccc2)CC1,12,102,-5,53,-3,2.5,100,-18,101,21,30
CS(=O)(=O)c1ccc2nc(NC(=O)C3CCCO3)sc2c1 (stereo not given),0,99,-4,0,-34,-0.5,98,1,99,9,9
O=C(Nc1nnc(Cc2ccc([N+](=O)[O-])cc2)s1)Nc1ccccc1F,20,99,0,0,-7,0.2,97,·,101,10,22
Cc1ccc(-n2c(CCC(=O)O)ccc2-c2cccs2)cc1,45,98,0,0,-69,0.1,96,·,97,11,14
Clc1ccc(-c2nnc(-c3ccccc3)c(-c3ccccc3)n2)cc1,-5,105,·,·,5,·,?,6,102,·,11
Cc1nn2c(CN(C(=O)CN3CCOCC3)c3ccccc3)nnc2c2ccccc12,16,94,-4,0,-2,0.3,97,6,92,15,5
CCOc1ccc(CCN2C(=O)C3C4C=CC(C4)C3C2=O)cc1OCC (stereo not given),16,100,0,2,-22,0.6,106,·,100,23,6

Main list, from the first entry:
SMILES,Mcl1-Noxa inh,RGS4-Gao reg,Mcl-1 Bim block,ABCG2 inh,Mcl1 Bid PPI,ABCB1 block,RGS7-Gao reg,Pf gametocyte,RGS8-Gao reg,GSH fluor,Avidin bead fluor
CCC(C)(C)NC(=O)Cc1ccc(OC)c(OC)c1,7,96,-2,0,-19,0.5,101,-7,105,5,17
O=C(CSc1nc2ccccc2[nH]1)N1CCN(c2ccccc2)CC1,12,102,-5,53,-3,2.5,100,-18,101,21,30
CS(=O)(=O)c1ccc2nc(NC(=O)C3CCCO3)sc2c1 (stereo not given),0,99,-4,0,-34,-0.5,98,1,99,9,9
O=C(Nc1nnc(Cc2ccc([N+](=O)[O-])cc2)s1)Nc1ccccc1F,20,99,0,0,-7,0.2,97,·,101,10,22
Cc1ccc(-n2c(CCC(=O)O)ccc2-c2cccs2)cc1,45,98,0,0,-69,0.1,96,·,97,11,14
Clc1ccc(-c2nnc(-c3ccccc3)c(-c3ccccc3)n2)cc1,-5,105,·,·,5,·,?,6,102,·,11
Cc1nn2c(CN(C(=O)CN3CCOCC3)c3ccccc3)nnc2c2ccccc12,16,94,-4,0,-2,0.3,97,6,92,15,5
CCOc1ccc(CCN2C(=O)C3C4C=CC(C4)C3C2=O)cc1OCC (stereo not given),16,100,0,2,-22,0.6,106,·,100,23,6
Cn1nnc2ccccc2c1=O,-1,103,3,2,-21,0.3,?,-7,101,11,9
Cc1cc2n(n1)SC(Nc1ccc(F)c(Cl)c1)N2 (stereo not given),13,105,-5,2,-37,-0.1,102,-13,105,18,7
COc1ccc2c(c1)CCc1c(C(=O)N3CC4(C)CC3CC(C)(C)C4)noc1-2 (stereo not given),1,97,-2,12,8,1.2,95,·,96,28,11
O=C(CCSc1ccccc1)Nc1nnc(-c2ccccc2)o1,1,104,-2,4,-14,0.3,100,·,103,14,26
COc1ccc(CCNC(=O)CSc2nccc(=O)[nH]2)cc1OC,9,98,-2,2,-18,0.9,95,-15,100,16,12
COc1ccc(-c2[nH]ncc2/C=N\NC(=O)c2ccc(C(C)(C)C)cc2)cc1OC,12,98,-2,-4,-10,-0.4,100,10,103,6,2
O=C(CNC(=O)c1ccco1)OCc1ccc(C(=O)c2ccccc2)cc1,12,97,-1,4,-13,0.6,?,-39,98,18,9
CC(C)CCNC(=O)Cn1c(=O)oc2cc(S(=O)(=O)N3CCc4ccccc43)ccc21,6,98,0,3,-18,1.7,103,·,98,18,6
O=C(NO)c1ccc(C(=O)N(C2CCCCC2)C2CCCCC2)cc1,17,91,0,2,-3,1.1,93,19,82,23,6
O=C(N/N=C/c1c(Cl)[nH]c2ccccc12)c1sc2ccccc2c1Cl,8,101,-5,-10,-6,-1.5,100,-6,103,11,10
Cc1ccc(O)c(NC(=O)c2cc3nc4c(c(C(F)(F)F)n3n2)CCc2ccccc2-4)c1,-4,104,1,0,-20,-0.3,107,·,104,14,12
O=S(=O)(CCc1ccccc1)N1CCOCC1,-1,48*,0,0,-29,-0.1,68,·,69,9,8
CC(C)C(NC(=O)OCc1ccccc1)C(=O)OCC(=O)NC1CC1 (stereo not given),-4,101,2,2,-36,1.7,?,8,100,18,11
CCc1ccc(C(=O)Nc2nnn(CC)n2)cc1,9,105,-3,6,-7,1.2,103,·,104,36,14
O=C(Nc1cccc(S(=O)(=O)N2CCOCC2)c1)c1ccc2c(=O)n3c(nc2c1)CCCCC3,10,105,0,2,-8,-0.1,107,-10,104,11,12
CC(=O)Nc1ccc(C(=O)CSc2nnc3scc(-c4ccccc4)n23)cc1,-4,76,0,3,-26,0.0,82,·,89,6,15
O=C(O)COc1ccc(F)cc1Br,-6,130,·,·,-5,·,?,3,116,·,6
CCOc1cc(/C=C/c2cc(C(F)(F)F)[nH]c(=O)n2)ccc1O,14,99,1,3,-20,0.7,98,8,98,44,9
CC(C)(C)NC(=O)CSc1nc(O)cc(=O)n1-c1ccccc1,11,106,2,1,-67,0.2,107,10,102,27,4
O=C(O)CCNS(=O)(=O)c1ccc2c(c1)Cc1ccccc1-2,-8,98,0,2,-46,0.4,98,8,101,18,8
Cc1cccc2c1Sc1ccccc1CC2=O,-22,98,-1,4,1,0.9,100,2,100,14,31
CC(C)CCn1c(SCC(=O)OCn2nnc3ccccc3c2=O)nc2ccccc2c1=O,12,106,0,6,-2,1.3,101,·,101,32,7
COCc1nnc(NC(=O)c2ccc(S(=O)(=O)N3CCCc4ccccc43)cc2)o1,-60,102,-1,0,-40,0.0,102,-6,104,21,11
CCOc1ccc(C(=O)Nc2ccc(C(F)(F)F)n(C)c2=O)cc1,-9,94,-2,10,0,1.2,98,-24,88,26,3
CN(CC(=O)Nc1ccc(S(N)(=O)=O)cc1)Cc1ccccc1F,2,113,-2,0,-13,-0.4,103,18,107,12,10
CCOc1ccc(OCCn2ccnc2)cc1,22,102,-2,-1,9,-0.2,101,-4,100,8,14
Cc1nnc(SC(C)C(=O)Nc2nccs2)s1 (stereo not given),21,98,-3,4,-11,2.0,87,-2,99,13,13
CNCC(O)Cn1c(C(F)(F)F)nc2ccccc21 (stereo not given),-9,99,-1,0,-11,0.2,102,1,101,15,22
CC(=O)N(c1cccc(C)c1)C1SC(=O)N(c2ccccc2)C1=O (stereo not given),-12,101,-4,-1,-23,-1.6,100,7,100,36,8
COc1ccc(C2=NN(CN3C(=O)C(=O)c4ccccc43)C(c3cccc([N+](=O)[O-])c3)C2)cc1 (stereo not given),9,101,·,·,-71,·,?,9,101,·,7
CC(C)(C)C1CCC(C(=O)Nc2cccnc2)CC1 (stereo not given),8,96,-1,10,-23,1.1,?,·,95,15,9
COc1cc(C(=S)N2CCCC2)ccc1OC(=O)c1ccc(Cl)cc1[N+](=O)[O-],12,101,-3,41,-31,5.5,103,-5,105,16,12
CCc1c(C)nc2[nH]nc(-c3ccccc3C)n2c1=O,4,101,0,-3,-22,-2.5,100,7,104,23,14
CC1CCCCC12NC(=O)N(CC(=O)NC(=O)NCc1ccco1)C2=O (stereo not given),5,104,-2,-1,-1,-0.1,97,7,101,31,5
O=c1c2c([nH]c3ccccc13)C(=C1CCCC1)CC2,19,99,6,2,-16,0.2,99,·,100,11,10
Cc1ccc(Cn2c(=N)n(CC(O)c3ccco3)c3ccccc32)cc1 (stereo not given),2,82,0,1,-14,0.5,90,·,90,5,7
O=C(Nc1ccc(Cl)cc1)OCc1cncs1,-8,102,-1,2,-14,0.6,103,-7,113,60,12
O=C(Cn1nnc(-c2cccs2)n1)Nc1ccccc1C(F)(F)F,12,100,-2,3,-11,1.3,101,-1,101,9,18
CCN(CC)CCN1C(=O)C(=O)/C(=C(/O)c2ccc(OC(C)C)cc2)C1c1ccncc1 (stereo not given),21,99,2,1,-47,0.5,96,25,98,7,10
O=C1CC(c2ccco2)CC(O)=C1C=Nc1cc(Cl)ccc1O (stereo not given),43,70,0,1,-35,0.3,69,·,83,61,0
COc1cc(C(=O)NCCN2C(=O)S/C(=C\c3ccc(F)cc3)C2=O)ccc1OCC(=O)N1CCOCC1,-6,101,·,·,-4,·,?,·,101,·,6
